# Source: PubChem (National Center for Advancing Translational Sciences (NCATS))
# GAA spleen mod: inhibits or activates alpha-glucosidase in human spleen homogenate; P10253; human spleen homogenate, 4-MU-alpha-glucoside fluorescence; Potency, µM (titrated, usually from 79.9 µM), without a hit: at the top dose activity change, negative = inhibition, usual class: inhibitors; 240,000 tested, 0.006% active; AID 2112;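 further: 0% = enzyme with vehicle and -100% = no enzyme basal signal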
#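 Human spleen homogenate (1 ug) incubated with compounds and 1 mM 4-methylumbelliferyl-alpha-D-glucopyranoside in pH 5.0 citrate/phosphate buffer, 37 C, 40 min. Stopped at pH 10; 4-MU fluorescence (Ex 365/Em 440 nm); AC50 by Hill fit.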
# ALDH1A1 block: ALDH1A1 (human) enzyme inhibition; Purified ALDH1A1, NADH fluorescence, propionaldehyde substrate; Potency, µM (series often up to 75.3 µM), without a hit: at the highest dose activity, negative = inhibition, hits mostly inhibitors; 220,000 tested, 7.3% active; AID 1030; active means well fitted inhibition curve with a large enough effect, not every such curve was filed as active; inconclusive means small, poorly fitted or top-dose-only effect, or another doubt; inactive means no such curve, though single readings can be large or run the other way;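 further: plate controls were no enzyme wells and a reference inhibitor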
# Target sequence (P00352 whole entry, looked up): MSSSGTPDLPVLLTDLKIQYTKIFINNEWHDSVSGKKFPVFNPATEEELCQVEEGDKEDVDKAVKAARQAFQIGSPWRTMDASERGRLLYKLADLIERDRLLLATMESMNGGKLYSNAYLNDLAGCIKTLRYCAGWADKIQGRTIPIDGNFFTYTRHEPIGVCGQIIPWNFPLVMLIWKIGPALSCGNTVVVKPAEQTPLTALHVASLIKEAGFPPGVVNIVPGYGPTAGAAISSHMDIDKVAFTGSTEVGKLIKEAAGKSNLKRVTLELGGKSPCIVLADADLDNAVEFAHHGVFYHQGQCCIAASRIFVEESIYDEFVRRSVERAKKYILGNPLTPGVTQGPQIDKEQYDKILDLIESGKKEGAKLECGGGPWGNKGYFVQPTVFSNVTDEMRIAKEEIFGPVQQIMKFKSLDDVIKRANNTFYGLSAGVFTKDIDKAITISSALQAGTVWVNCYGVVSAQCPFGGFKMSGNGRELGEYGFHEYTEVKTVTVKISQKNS
# Epigenetic reg: epigenetic control regulation, reporter derepression; 280,000 tested, 0.2% active; murine LDR cells, GFP reporter derepression, 30 h; Potency, µM (top dose mostly 53.9 µM), for inactives: at the top dose GFP activation, usual class: activators; further: % of control where 0% means no effect; nearly all actives have a fitted effect of over 60% in size
#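 In this reporter-derepression format, murine cells bearing a silenced integrated CMV-GFP locus incubate with test compound (30 h, 37 C), then are washed and imaged; fluorescent objects of 20–120 um count as induced cells.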
# GAA inh: inhibitors of human lysosomal alpha-glucosidase. P10253. purified human GAA, 4-MU-alpha-glucoside fluorescence. Potency, µM (titrated, usually from 76.9 µM), inactives show at the top dose activity change, negative = inhibition, hits mostly inhibitors. 200,000 tested, 0.005% active. AID 1466;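 further: plate controls were uninhibited enzyme wells for no effect and no-enzyme background for full effect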
#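 Activity normalized between no-enzyme (basal) and enzyme-only wells. Conditions: 4 nM human enzyme, 400 uM fluorogenic substrate, citrate/phosphate pH 5.0 with Tween-20, 20 min room temperature, compounds up to 77 uM.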
# NPSR antag: blocks cAMP signaling of the human neuropeptide S receptor; CHO-NPSR cells, cAMP TR-FRET, antagonist mode; AID 1461; Potency, µM (top dose mostly 38.3 µM), inactives show at the top dose activity change, negative = inhibition, hits mostly inhibitors; 220,000 tested, 1% active; further: on the % scale 0 is the no-effect control and ±100 the full control effect; nearly all actives have a fitted effect of over 50% in size; many of its hits are not listed in these tables
# GAA glycogen mod: GAA glycogen-cleavage inhibition or activation; recombinant GAA, glycogen substrate, Amplex Red glucose oxidase fluorescence; Potency, µM (series often up to 76.4 µM), for the others: top-dose activity change, negative = inhibition, most hits filed as inhibitors; 300,000 tested, 0.38% active; AID 2100;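 further: 0% = full enzyme reaction and -100% = no-enzyme basal signal; the screen sought inhibitors and activators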
#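 Recombinant human enzyme (4 nM); glycogen substrate; 37 C, 40 min, pH 5.0. Readout: coupled glucose oxidase/Amplex Red fluorescence.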
# Tau fluor cs: counter-screen for tau fibril formation inhibitors. AID 1463. tau K18 P301L Alexa594 fluorescence, heparin fibrillization. Potency, µM (top dose mostly 57.7 µM), without a hit: at the top dose activity change, negative = decrease. 280,000 tested, 0.93% active; further: on the % scale 0 is the no-effect control and ±100 the full control effect; nearly all actives have a fitted effect of over 55% in size
#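 Human tau K18 P301L (15 uM unlabeled, 0.24 uM Alexa 594-labeled) in 100 mM sodium acetate pH 7 with 20 uM heparin, 6 hr at 37 C. ThT 30 uM added, 1 hr ambient; Alexa 594 FP and total fluorescence read at 555/632 nm.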
# aGal spleen mod: inhibitors or activators of human alpha-galactosidase in spleen homogenate. P06280. human spleen homogenate, 4MU-alpha-Gal fluorescence, 40 min. Potency, µM (series often up to 80 µM), without a hit: at the highest dose activity change, negative = inhibition, hits mostly inhibitors. 240,000 tested, 0.008% active;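 further: 0% = enzyme with vehicle and -100% = no enzyme basal signal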
# Target sequence (P06280 32-429 limits assumed): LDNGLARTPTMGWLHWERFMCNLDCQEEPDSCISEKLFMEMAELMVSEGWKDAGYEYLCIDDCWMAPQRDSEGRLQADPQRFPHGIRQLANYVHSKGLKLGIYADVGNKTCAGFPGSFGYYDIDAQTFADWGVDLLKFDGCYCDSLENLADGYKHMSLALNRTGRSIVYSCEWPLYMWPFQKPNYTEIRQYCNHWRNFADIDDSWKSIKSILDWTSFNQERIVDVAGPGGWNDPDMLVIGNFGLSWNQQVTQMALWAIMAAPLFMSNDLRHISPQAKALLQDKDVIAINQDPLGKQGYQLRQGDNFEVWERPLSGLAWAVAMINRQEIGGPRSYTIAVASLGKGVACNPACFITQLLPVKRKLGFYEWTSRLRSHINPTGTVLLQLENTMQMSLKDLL
#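 Human spleen homogenate (1 ug) as enzyme source, 4-methylumbelliferyl-alpha-D-galactopyranoside 1 mM final, citrate/phosphate pH 5.0 with 0.01% Tween-20. Compounds 40 min at 37C, NaOH/glycine stop; fluorescence Ex 365/Em 440, Hill-fit AC50.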
# An asterisk follows results filed as active; ? = inconclusive; . = no result given; & = joins results of further samples; [ ] = remark or other dose. Unless noted, the call rests on the fitted dose curve; in most records, active means well fitted curve in the direction sought with a large enough effect; inconclusive means small, poorly fitted or top-dose-only effect, or another doubt; inactive means no such curve, though single readings can be large; an effect the other way counts as inactive or inconclusive. Potency means the concentration at half of the fitted maximal effect. Not all compounds are listed (hit frequency here may not be typical).
SMILES,GAA spleen mod,ALDH1A1 block,Epigenetic reg,GAA inh,NPSR antag,GAA glycogen mod,Tau fluor cs,aGal spleen mod
O=C(COC(=O)CC1c2ccccc2CCN1S(=O)(=O)c1ccc(F)cc1)Nc1ccccc1 (stereo unspecified),-8%,-2%,-0.1%,-4%,-17%,5%,-30%,-11%
COc1cc(C(C(=O)NC(C)(C)C)N(C(=O)CNC(=O)c2cccs2)c2ccc(C(C)C)cc2)cc(OC)c1OC (stereo unspecified),-7%,14%,-3.2%,-3%,-6%[46.1 µM],2%,3%,-16%
Cc1ccc(-n2nc(-c3ccc(OC(F)(F)F)cc3)cc2N)cc1C,-4%,-3%,0.5%,?,8%,-26%,11µM*[quencher],7%
O=C(CSc1nnc(Cc2ccc3c(c2)OCO3)n1C1CCCCC1)NC1CCCC1,-7%,?,-2.0%,1%,-15%[46.1 µM],-12%,0%,-6%
O=C(Nc1ccc(N2CCN(Cc3ccccc3Cl)CC2)cc1)c1cccnc1,-13%,4%,0.9%,-2%,23%[46.1 µM],-7%,-30%,7%
Cc1cccc(N(CC(=O)NC2CCCC2)C(=O)CCCC(=O)Nc2ccccn2)c1,2%,10%,-1.0%,-5%,-7%[46.1 µM],3%,-8%,-5%
Cc1c(C(c2ccc(O)cc2)c2c(C)n(C)n(-c3ccccc3)c2=O)c(=O)n(-c2ccccc2)n1C,-2%,-13%,-3.9%,-2%,9%,4%,7%,-1%
O=C(/C=C(\c1ccccc1)n1cncn1)c1ccccc1,-2%,?,-8.2%,?,4%,9%,-2%,-11%
CCc1ccccc1NC(=O)c1cnc2scc(C)n2c1=O,-1%,?,-1.0%,?,-9%[46.1 µM],2%,-6%,-2%
Cc1cc(C(=O)N/N=C/c2cc(Br)ccc2OC(=O)c2ccc(Br)cc2)n[nH]1,-2%,24%,3.0%,7%,15%,1%,-20%,10%
Fc1ccccc1-n1[nH]nnc1=S,1%,2.2µM*,-4.6%,-7%,-9%[46.1 µM],-5%,1%,4%
COc1cc(-c2nc3oc4ccccc4c(=O)c3c(=O)n2Cc2ccco2)cc(OC)c1OC,-3%,-4%,-2.4%,7%,?,2%,-9%,-6%
CCCCc1ncc(CN2CCN(Cc3ccc(C)cc3)C(CCO)C2)[nH]1 (stereo unspecified),-5%,5%,-6.6%,1%,-13%,1%,2%,0%
CCOC(=O)c1c(NC(=O)c2cc(CC(C)C)on2)sc(C(C)=O)c1C,3%,?,-1.8%&-0.8%,?,-3%[46.1 µM],0%[76.3 µM],-11%&-14%,6%
C/C(=N\NC(=S)Nc1ccc(F)cc1)C1CC1,0%,15µM*,5.0%,-3%,-9%[46.1 µM],?,-27%,-17%
COc1cccc(C(=O)OCn2nnc3ccccc3c2=O)c1,-4%,8%,0.0%,-6%,-10%[46.1 µM],-1%,-9%,-5%
Cc1ccccc1-n1nc(C)c2cc(C(=O)N3CCN(S(=O)(=O)c4ccc(Cl)cc4)CC3)sc21,-7%,2%,-1.9%,9%,-18%[46.1 µM],-3%,-9%,-6%
COc1cccc(C(=O)N2CCC(N3CC(C)OC(C)C3)CC2)c1 (stereo unspecified),0%,?,-0.9%,1%,-1%,4%,4%,-1%
CN(C)c1ccc(/C=N/NC(=O)CCc2nc3ccccc3[nH]2)cc1,-14%,?,3.2%,?,8%,19%,-26%,14%
Cc1c(O)c2ccccc2oc1=O,1%,.,0.0%,.,9%,3%,4%,10%
Cc1cccc(NC(=O)CC2Nc3cccc4cccc(c34)NC2=O)c1 (stereo unspecified),6%,?,-1.0%&-1.2%,1%,1%[46.1 µM],?,8.9µM*[quencher],9%
COc1ccc(C2N=C(Nc3ccc(C)cc3)Nc3nc(C)cc(=O)n32)cc1 (stereo unspecified),3%,4%,-1.0%,?,-20%[46.1 µM],1%,-10%,20%
O=C(NC1=NCCS1)C1CC(=O)N(c2ccccc2)C1 (stereo unspecified),-1%,9%,-1.0%,0%,-1%[46.1 µM],2%,-6%,1%
COC(=O)[C@@H]1C2CCC(C(=O)Nc3ccccc3)(CC2)[C@@H]1C(=O)OC,-8%,-3%,0.0%,-7%,-10%[46.1 µM],-8%,-6%,1%
CCOC(=O)Cn1nnnc1C(CC)N(Cc1cccs1)Cc1cc2ccc(OC)cc2[nH]c1=O (stereo unspecified),5%,?,-11%,0%,?,-14%,-2%,-1%
COc1ccc(/C=C2\SC(=S)N(NC(=O)c3csc4c3CCCC4)C2=O)cc1,1%,-9%,0.0%,?,-22%[46.1 µM],6%,-16%,4%
Cc1nc2ccc(NC(=O)c3ccc(Br)o3)cc2s1,.,-3%,-1.1%,?,-1%,-3%,-1%,-4%
CC1(C)Cc2c(cnn2-c2ccccc2)C(=O)/C1=N\NC(=O)c1ccccc1,6%,?,0.0%,-7%,?,0%,-8%,-11%
c1cc(CSc2nnc(-c3ccc4c(c3)OCO4)o2)ccn1,-7%,4%,-1.1%,-2%,-3%[46.1 µM],3%,-15%,-11%
Cc1cccc(C(=O)NNC(=O)c2ccccc2-n2cccc2)c1,.,2%,0.6%,-5%,10%,4%,-10%,-7%
CN1CCC(=NNC(=O)C(=O)Nc2ccccc2F)CC1,6%,0%,-0.1%,-1%,19%,-29%,-16%,4%
COc1ccc2[nH]c(=O)c(CN(C(=O)c3cccnc3)c3cc(C)ccc3C)cc2c1,-1%,.,0.0%,.,-12%,9%,-6%,15%
CCOC(=O)C1CCN(C(=O)COc2ccc(Br)cc2C)CC1,-2%,4%,-2.8%,5%,-6%,19%,-4%,-4%
O=C(CN1CCN(c2ccc(O)cc2)CC1)Nc1ccc2c(c1)OCCO2,7%,9.5µM*,-0.3%,6%,3%,?,-14%,2%
COc1ccc2c(=O)c3c(=O)n(-c4ccccc4)c(-c4ccco4)nc3oc2c1,-4%,1%,-1.0%,0%,0%,1%,-8%,1%
CCOC(=O)CNC(=O)c1ccc(C)cc1,-1%,9%,-6.2%,4%,-3%[46.1 µM],0%,-4%,1%
COc1ccc(CCN2C(=O)CSC2c2ccc(OC)c(OC)c2)cc1OC (stereo unspecified),-1%,4%,3.5%,2%[15.4 µM],-13%,4%,-4%,-2%
COc1ccc(NC(=O)COC(C)=O)cc1OC,1%,10%,-2.7%,-8%,3%,7%,-4%,2%
O=C(/C=C/c1cccs1)N1CCN(c2ccccc2)CC1,-1%,-4%,1.4%,3%,-3%,-9%,-6%,-1%
CCC(=O)Nc1ccc(S(=O)(=O)c2ccc(NC(=O)CC)cc2)cc1,-12%,15%,4.2%,-10%,12%[46.1 µM],-4%,8%,10%

# 5 compounds already listed, ordered by SMILES length, falling.
SMILES,GAA spleen mod,ALDH1A1 block,Epigenetic reg,GAA inh,NPSR antag,GAA glycogen mod,Tau fluor cs,aGal spleen mod
CCOC(=O)Cn1nnnc1C(CC)N(Cc1cccs1)Cc1cc2ccc(OC)cc2[nH]c1=O (stereo unspecified),5%,?,-11%,0%,?,-14%,-2%,-1%
COC(=O)[C@@H]1C2CCC(C(=O)Nc3ccccc3)(CC2)[C@@H]1C(=O)OC,-8%,-3%,0.0%,-7%,-10%[46.1 µM],-8%,-6%,1%
COc1ccc(/C=C2\SC(=S)N(NC(=O)c3csc4c3CCCC4)C2=O)cc1,1%,-9%,0.0%,?,-22%[46.1 µM],6%,-16%,4%
COc1ccc(C2N=C(Nc3ccc(C)cc3)Nc3nc(C)cc(=O)n32)cc1 (stereo unspecified),3%,4%,-1.0%,?,-20%[46.1 µM],1%,-10%,20%
Cc1nc2ccc(NC(=O)c3ccc(Br)o3)cc2s1,.,-3%,-1.1%,?,-1%,-3%,-1%,-4%

# Later entries
SMILES,GAA spleen mod,ALDH1A1 block,Epigenetic reg,GAA inh,NPSR antag,GAA glycogen mod,Tau fluor cs,aGal spleen mod
CCOC(=O)C1=C(C)NC(=O)NC1c1c(O)ccc2ccccc12 (stereo unspecified),-5%,16%,2.9%,0%,-4%[46.1 µM],-4%,-4%,-5%
c1cncc(-c2nnc(SCc3nc4ccccc4[nH]3)o2)c1,-2%,2%,0.0%,-6%,-3%[46.1 µM],-6%,9%,-4%
COc1ccc(C(=O)Nc2cnc3sc(C)nn3c2=O)cc1,3%,?,-0.2%,-8%,5%,-9%,-9%,-7%
CCOC(=O)CSc1nc(N)cc(=O)[nH]1,-6%,3%,1.0%,-6%,3%[46.1 µM],-5%,-9%,4%
CC(Nc1cc(=O)n(C)c(=O)[nH]1)c1ccccc1 (stereo unspecified),-3%,6%,-2.1%,-3%,-7%[46.1 µM],-10%,1%,1%
Cc1cc(Cl)c(OCCCCNC(C)(C)C)c(Br)c1,-14%,-10%,-1.9%,-1%,20%,15%,-6%,-4%
CC(=O)c1cccc(NC(=O)Nc2cccs2)c1,2%,-5%,0.0%,4%,-19%[46.1 µM],?,?,3%
CC(C)(C)C1CCc2nc(NC(=O)Cc3cn4ccsc4n3)sc2C1 (stereo unspecified),0%,-8%,0.1%,?,?,-10%,-23%,-4%
COc1ccccc1NC(=O)N1CCc2[nH]c3ccc(Cl)cc3c2C1,-5%,14%,-1.1%,?,?,-2%,?,-6%
Cc1ccc(F)c(NC(=O)/C(C#N)=C(\O)c2ccc(C(C)(C)C)cc2)c1,.,?,-1.9%,-4%,-58%,-8%,-20%,0%
CCC(=O)N(Cc1cc2cc(OC)ccc2[nH]c1=O)c1ccc(C)cc1C,5%,?,0.0%,0%,-16%[46.1 µM],11%,3%,15%
CCN(CC)C(=O)C(C)N(C#N)c1nc(SC)nc(N(C)C)n1 (stereo unspecified),7%,8%,-1.1%,-7%,-16%[46.1 µM],-9%,-2%,6%
N#CC1=C(N)Oc2n[nH]c(-c3ccc(F)cc3)c2C1c1cccc(OC(=O)N2CCOCC2)c1 (stereo unspecified),7%,2%,-0.3%,?,-16%[46.1 µM],-17%,?,7%
CCNc1nc(NCC)nc(N/N=C/c2ccc(Br)cc2)n1,-6%,1%,-4.1%,-10%,-14%,-2%,-11%,-15%
O=C(/C=C/c1ccc(O)c(O)c1)c1ccccc1O,-3%,.,1.1%,.,?,7.9µM*,?,-10%
CCOCCCNC(=O)c1ccc2c(=O)n(CCCOCC)c(=S)[nH]c2c1,2%,-13%,2.2%,-3%,5%,4%,-10%,-4%
Oc1ccc(CN2CCCCC2)c2cccnc12,-4%,?,?,?,-11%[46.1 µM],1%,-21%,-1%
CN1CCN(CC(=O)Nc2ccc([N+](=O)[O-])cc2Br)CC1,2%,7%,-0.1%,4%,15%,11%,9%,0%
